Compound activity deposited in PubChem BioAssay by The Scripps Research Institute Molecular Screening Center.
OX1R antag-1: blocks the human orexin 1 receptor; O43613; OX1R-expressing cells, FRET antagonist read-out; inhibition, % at 6.6 µM; 330,000 tested, 1.8% active; AID 485270; in the data active = inhibition mostly above about 38%, no sharp cut-off; inactive = mostly below about 40%;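 note: 0% = agonist challenge alone and 100% = reference antagonist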
Target sequence (O43613 whole entry, looked up): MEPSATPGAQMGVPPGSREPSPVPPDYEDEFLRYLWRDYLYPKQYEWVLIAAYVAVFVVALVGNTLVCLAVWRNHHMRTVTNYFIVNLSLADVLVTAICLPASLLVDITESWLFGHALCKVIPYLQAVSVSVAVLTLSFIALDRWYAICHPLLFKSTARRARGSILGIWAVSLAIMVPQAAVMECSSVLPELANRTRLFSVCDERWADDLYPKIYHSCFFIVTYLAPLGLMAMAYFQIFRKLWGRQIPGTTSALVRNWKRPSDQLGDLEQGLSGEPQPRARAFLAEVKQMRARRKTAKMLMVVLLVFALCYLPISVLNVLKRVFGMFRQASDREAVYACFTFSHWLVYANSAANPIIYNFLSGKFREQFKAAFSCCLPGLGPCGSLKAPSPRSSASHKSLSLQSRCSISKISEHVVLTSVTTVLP
OX1R antag-2: human HCRTR1 antagonism | 330,000 tested, 0.43% active | CHO/OX1R cells, Fluo-8 calcium fluorescence, orexin A | inhibition, % at 5 µM | AID 434989;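 active = inhibition above its plate's threshold, mean inhibition of all tested compounds on the plate plus 3 SD, cut at about 37% in these data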;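 note: 0% = orexin A challenge wells and 100% = SB-334867-A antagonist wells; not every result past the cut was called active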
Starred values were filed as active, the others as inactive.

SMILES	OX1R antag-1	OX1R antag-2
CN1c2ccccc2C(C)(C)C12C=Nc1c(ccc3ccccc13)O2 (centres undefined)	58	-15
CCOC(=O)c1ccc(N2CCN(c3ccc(F)cc3)CC2)c(NC(=O)Nc2cccc(OC)c2)c1	18	10
CCCC1=C(C(=O)OCC)C(c2sccc2C)n2ncnc2N1 (centres undefined)	2	-28
Cc1ccsc1CN(C)CC(=O)Nc1ccccc1C(=O)NC1CC1	11	-6
O=[N+]([O-])c1cccc(-c2cn3nc(-c4ccccc4)c(-c4ccccc4)nc3n2)c1	-1	-19
COc1cccc(/C=N/NC(=S)NCCc2ccccc2)c1	6	-45
Cc1ccc(SCC(=O)OCC(=O)N(C)C2CCS(=O)(=O)C2)cc1C (centres undefined)	9	1
CCOc1ccc2nc(Cl)c(C3CC(c4ccco4)=NN3S(C)(=O)=O)cc2c1 (centres undefined)	11	-14
Cc1occc1C(=O)N1CCCC(N2CCN(c3cccc(C(F)(F)F)c3)CC2)C1 (centres undefined)	12	-25
O=C1C2CC=CCC2C(=O)N1c1ccc(NCCc2ccccc2F)c([N+](=O)[O-])c1 (centres undefined)	7	-6
COc1cccc(CSc2nc(N)cc(N)n2)c1	9	4
O=C(c1nc2ccccc2[nH]1)c1ccccc1[N+](=O)[O-]	35	-16
NC(=O)CC(NC(=O)Cc1cccc2ccccc12)c1ccc(NCCc2cccc(F)c2)c([N+](=O)[O-])c1 (centres undefined)	22	-7
Cc1cccc(NC(NC(=O)c2cccnc2)C(Cl)(Cl)Cl)c1 (centres undefined)	3	-7
COc1ccc(N(C)C(=O)c2ccc3nc(-c4ccccc4)c(-c4ccccc4)nc3c2)cc1	28	-3
CC1=NN(C(C)C)C(=O)C1	18	-8
O=C(O)Cc1csc(Nc2cccc(Cl)c2)n1	15	-14
Oc1ccccc1OCCOc1ccccc1OCCOc1ccccc1O	16	20
O=c1[nH]c(SCc2ccccc2)nc2[nH]ncc12	9	-9
CC(=O)c1ccc(OCC(=O)Nc2ccc3nc(C)sc3c2)cc1	11	-5
CCCCc1cc(=O)oc2cc(OC(C)C(=O)NCCN3CCOCC3)c(Cl)cc12 (centres undefined)	18	-7
O=C(O)CC(C(=O)Nc1ccc(Cl)cc1)N1CCCCCC1 (centres undefined)	3	-7
CC1(C)Cc2nc3sc4c(=O)n(CC(N)=O)cnc4c3cc2CO1	23	-2
CCOC(=O)c1cccc(NC(=O)C2CCCN(S(=O)(=O)c3cnc[nH]3)C2)c1 (centres undefined)	11	-7

Ordered by number of heavy atoms (high to low): 3 of the compounds above.
SMILES	OX1R antag-1	OX1R antag-2
CCOC(=O)c1cccc(NC(=O)C2CCCN(S(=O)(=O)c3cnc[nH]3)C2)c1 (centres undefined)	11	-7
CC1(C)Cc2nc3sc4c(=O)n(CC(N)=O)cnc4c3cc2CO1	23	-2
CC1=NN(C(C)C)C(=O)C1	18	-8

(next part)
SMILES	OX1R antag-1	OX1R antag-2
COc1ccc(Cl)cc1C(=O)NNC(=O)c1n[nH]c2ccccc12	16	1
COCc1cc(=O)n2c(-c3ccccc3OC)n[nH]c2n1	16	-19
Cc1ccc(NC(=O)CSc2nnc(NC(=O)CN3CCOCC3)s2)cc1	15	-9
C=CCNC(=O)COc1coc(CN2CCN(C(=O)c3ccco3)CC2)cc1=O	21	-15
N#CCCN(C(=O)COC(=O)c1ccc2c(c1)OCCO2)c1ccccc1	11	-7
O=C1CSC(=Nc2cccc(Cl)c2Cl)N1Cc1cccnc1	12	-35
CCOC(=O)c1sc(=S)n(CC)c1NC(=O)c1ccccc1	18	-16
CCNc1c(NS(=O)(=O)c2ccc(Br)s2)c(=O)oc2ccccc12	7	-25
CC[C@@H]1C=C(C(=O)O)[C@H](c2ccc(Cl)cc2)N1S(=O)(=O)c1ccc(C)cc1	11	-10
O=C(CSc1nnc(CNC(=O)C23CC4CC(CC(C4)C2)C3)n1-c1ccccc1)Nc1ccccc1	15	-23
CC(=O)N1CCN(Cc2nc(-c3cccc(Cl)c3)no2)CC1	24	-11
COc1ccc(CCN(/C=C2\Sc3ccccc3C2=O)C(C)=O)cc1OC	2	-15
CC(=O)c1cccc(NC(=O)/C(=C\c2ccco2)NC(=O)c2cccs2)c1	41	-25
COc1ccc(-n2c(C)cc(C=O)c2C)cc1Cl	22	-27
O=C(COC(=O)CN1C(=O)c2ccccc2C1=O)Nc1cccc(F)c1	7	-24
Cc1ccc(N2C(=O)C(Cl)=C(NCc3ccccc3)C2=O)c(C)c1	27	-4
CCOc1cc(/C=C2\SC(=Nc3ccc(F)cc3)N(c3ccc(F)cc3)C2=O)ccc1OCC(=O)O	26	-17
NC(=O)c1cc2ccncc2c2ccccc12	1	-16
CN(C)/C=C/C(=O)/C=C/c1ccc(Cl)cc1Cl	16	-13
Cc1cc([N+](=O)[O-])cnc1N1CCOCC1	30	-17
COc1cccc(/C=C/C(=O)c2ccc(NS(=O)(=O)c3ccc(C)cc3)cc2)c1	12	-4
COC(=O)c1cc(C(=O)Nc2cc(C)ccn2)cc([N+](=O)[O-])c1	19	-17
COc1ccc(CN(C)C(=O)c2[nH]c(C)c(C(C)=O)c2C)cc1F	1	-12
COCCNC(=O)C1CCC(Cn2c(=S)[nH]c3ccccc3c2=O)CC1 (centres undefined)	15	0
COc1cccc(CN2CC(C(=O)NC3CCCCCC3)CCC2=O)c1 (centres undefined)	12	-16
N#CCCN(Cc1cccnc1)C(=S)NC(=O)c1ccccc1	5	4
O=C(NCCN1CCOCC1)c1ccc(Cl)c(S(=O)(=O)N2CCCCC2)c1	20	-5
CCC(C)N(C(=O)c1csnn1)C(C(=O)NCc1ccc(F)cc1)c1ccco1 (centres undefined)	15	-17
COc1ccc(C(=O)CN2C(=O)c3ccccc3S2(=O)=O)cc1Br	-1	-8
Cc1ccc(-c2csc3nc4cc(C(=O)NC5CCC(O)CC5)ccc4c(=O)n23)cc1 (centres undefined)	22	-14
O=C(NCCN1CCOCC1)c1cccc(Cl)c1	12	-17
O=C(NC(=O)N1CCN(C(c2ccccc2)c2ccccc2)CC1)c1ccccc1	20	-10
Cc1ccccc1NC(=O)Nc1nnc(CC(=O)NCc2ccccc2)s1	15	-29
COCCCNC(=O)Cn1c(=O)n(Cc2ccccc2Cl)c(=O)c2cc(OC)c(OC)cc21	12	-12
O=C(c1ccco1)N(Cc1cccc(Cl)c1)C1CCS(=O)(=O)C1 (centres undefined)	8	-2
CC(C)C1C(C#N)=C(N)Oc2n[nH]c(-c3ccccc3)c21 (centres undefined)	19	0
Cc1ccc(NC(=O)C2CCN(S(=O)(=O)c3ccc4c(c3)NC(=O)C(C)S4)CC2)c(C)c1 (centres undefined)	4	-24
CS(=O)(=O)c1cccc(C(=O)NCc2ccc(F)cc2)c1	18	-15
O=C(CCSc1nc(-c2ccco2)cc(C(F)(F)F)n1)NCCc1ccccc1	19	-44
Cc1ccccc1NC(=S)NCc1ccc(Cl)cc1	2	-19
COc1ccc2c(Cl)c(C(=O)N/N=C/c3ccncc3)sc2c1	21	-21
O=C1CCCc2nc(N3CCN(c4ccccc4)CC3)ncc21	22	-11
O=C(CCNc1cccc(F)c1)c1cc2ccccc2o1	19	-19
Cc1c(CN2CCC(CO)(Cc3cccc(C(F)(F)F)c3)CC2)c2ccccc2n1C	1	-21
COc1ccc(C(=O)CC(=O)C(=O)Nc2cccc(C(C)=O)c2)cc1	4	-28
C=CCSc1nc(C)c(CC(=C)C)c(=O)[nH]1	26	-16
CN(C)c1ccc(/C=N/NC(=O)c2ccccc2)cc1	16	-17
C/C(=N\N=C1\NC(=O)C(CC(=O)Nc2ccc(C)c(Cl)c2)S1)C(C)C (centres undefined)	5	-16
Cc1nc2cc3c(cc2c(C)c1C(=O)OC(C)C)OCO3	15	-26
COc1ccc(OC)c(N2C(=O)c3cccnc3C2=O)c1	21	5
Cc1ccc2nc(NC(=O)CSc3nc(=O)n(CCN(C)C)c4c3CCCC4)sc2c1	14	-41
Cc1noc(C)c1S(=O)(=O)Nc1ccccc1OC(F)(F)F	8	-20
O=C(CSc1nnc(-c2ccncc2)o1)c1cccc([N+](=O)[O-])c1	17	-27
Cc1ccc(OCC(=O)O)c(-n2nc3ccccc3n2)c1	5	2
COC(=O)c1sc(NC(=O)C(C)C)c(C(=O)OC)c1C	14	-20
COc1ccc(S(=O)(=O)Nc2ccc(S(=O)(=O)N3CCOCC3)cc2)cc1C	20	2
CS(=O)(=O)c1ccc2nc(NC(=O)c3ccc(=O)[nH]c3)sc2c1	11	-16
O=Cc1cnc(N2CCOCC2)nc1	23	-11
CCC(C)[C@H](NC(=O)Nc1ccc(C(C)=O)cc1)C(=O)OC (some centres undefined)	21	-8
c1csc(-c2nc3c4ccccc4c4ccccc4c3[nH]2)c1	63*	-8

Remaining list, next part:
SMILES	OX1R antag-1	OX1R antag-2
CC1CC(C)CN(S(=O)(=O)c2ccc(C(=O)NN3CCOCC3)cc2)C1 (centres undefined)	17	-10
CCOc1cc2c(cc1C=O)OC(C)C2 (centres undefined)	21	-4
CN1CCN(Cc2nc3ccccc3c(=O)n2CC#N)CC1	12	-8
COc1ccc(NC(=O)C(c2ccccc2)c2ccccc2)c(OC)c1	15	-22
CCCCC1=CC2=CC(=O)C(C)(OC(=O)CC)C(=O)C2=CN1c1cccc(C#N)c1 (centres undefined)	41	-18
Cc1ccc(NC(=O)Nc2ccc3oc(C)nc3c2)cc1	20	-19
CC(C)Cc1cc(CN2CCC(CO)(Cc3ccccc3)CC2)[nH]n1	21	-9
CC(C)N1CCN(Cc2cc(F)ccc2-n2cccn2)CC1CCO (centres undefined)	4	-2
COc1ccc(OC)c(NC(=O)c2cccc(C)c2[N+](=O)[O-])c1	19	-18
CCC(C)c1c(O)nc(SCc2ccccc2)[nH]c1=O (centres undefined)	-1	1
Cc1nc2sc(C(c3cccs3)N3CCOCC3)c(O)n2n1 (centres undefined)	12	-5
N#Cc1nc(-c2ccc([N+](=O)[O-])cc2)oc1N1CCCCC1	4	-12
CCOc1ccc(S(=O)(=O)N2CCN(Cc3ccccc3)CC2)c2cccnc12	22	-18
O=C(NCSc1ccccc1)c1ccccc1	10	1
CCCN1CCN(CCCNC(=O)c2cc3c(=O)oc4ccc(C)cc4c3s2)CC1	29	-26
CCNC(=O)[C@H]1O[C@@H](n2cnc3c(N)nc(NCCc4ccc(CCC(=O)O)cc4)nc32)[C@H](O)[C@@H]1O	4	-5
CCN(CCCNC(=O)C1CCC(=O)N1Cc1ccc(F)cc1)c1cccc(C)c1 (centres undefined)	24	-23
O=C1CCC(=O)N1c1ccccc1-c1ccccc1	10	-6
O=c1c2ccccc2nc2c3ccccc3c(NCc3ccco3)nn12	33	-4
COc1ccc(C2C(=O)N(C3CCCCC3)CC(=O)N2C2CCCCC2)cc1 (centres undefined)	7	-43
COc1cc2[nH]c(=O)n(CCC(=O)NC3CCCC3)c(=O)c2cc1OC	6	4
O=C(Nc1ccc(F)cc1)NC1(C(=O)NCc2cccs2)CCCCC1	10	-9
Cc1c(=O)n(OCc2ccccc2F)c2ccccc2[n+]1[O-]	51	-21
COc1cc(NC(=O)C(=O)NNC(=O)C2CCCCC2)c(OC)cc1Cl	25	-10
Nc1nc(-c2ccc(NC(=O)c3ccco3)cc2)cs1	3	-13
COc1ccc(-c2cc(C(=O)NCc3ccco3)c3ccccc3n2)cc1	33	-30
C/C(=N\OCc1ccccc1C#N)c1cc2ccccc2o1	31	-30
O=C(COc1cc2oc(=O)c3c(c2cc1Cl)CCCC3)N1C[C@H]2C[C@@H](C1)c1cccc(=O)n1C2	13	-42
CC(=O)Nc1ccc2c3c(cccc13)CC2	5	-12
Cc1ccc(C(=O)NCC(=O)OCC(=O)NC2CCS(=O)(=O)C2)cc1C (centres undefined)	13	-15
CC(Nc1cc(N2CCOCC2)ccc1[N+](=O)[O-])c1ccccc1 (centres undefined)	14	-14
COCCCN(Cc1ccccn1)S(=O)(=O)Cc1ccccc1	11	-24
COc1ccc(S(=O)(=O)N2CCOCC2)cc1NC(=O)CSc1nnc(C2CC2)n1N	3	-4
FC(F)Oc1ccc(/C=N/NC(=S)Nc2cc(C(F)(F)F)ccc2Cl)cc1	10	-5
COc1cc(CNCc2cccs2)cc(Br)c1OC	10	-46
O=C(CCc1nnc2n(Cc3ccc(Cl)cc3)c(=O)c3ccccc3n12)N1CCN(c2ccccn2)CC1	12	-25
COc1ccccc1OCCn1ccnc1	10	-8
O=C(NNc1c2ccccc2nc2ccccc12)c1ccccc1Cl	83*	-14
N=C(N)c1ccc(O)cc1	11	-2

Structures above that contain an NH in an aromatic ring (14):
SMILES	OX1R antag-1	OX1R antag-2
O=C(c1nc2ccccc2[nH]1)c1ccccc1[N+](=O)[O-]	35	-16
O=c1[nH]c(SCc2ccccc2)nc2[nH]ncc12	9	-9
CCOC(=O)c1cccc(NC(=O)C2CCCN(S(=O)(=O)c3cnc[nH]3)C2)c1 (centres undefined)	11	-7
COc1ccc(Cl)cc1C(=O)NNC(=O)c1n[nH]c2ccccc12	16	1
COCc1cc(=O)n2c(-c3ccccc3OC)n[nH]c2n1	16	-19
COc1ccc(CN(C)C(=O)c2[nH]c(C)c(C(C)=O)c2C)cc1F	1	-12
COCCNC(=O)C1CCC(Cn2c(=S)[nH]c3ccccc3c2=O)CC1 (centres undefined)	15	0
CC(C)C1C(C#N)=C(N)Oc2n[nH]c(-c3ccccc3)c21 (centres undefined)	19	0
C=CCSc1nc(C)c(CC(=C)C)c(=O)[nH]1	26	-16
CS(=O)(=O)c1ccc2nc(NC(=O)c3ccc(=O)[nH]c3)sc2c1	11	-16
c1csc(-c2nc3c4ccccc4c4ccccc4c3[nH]2)c1	63*	-8
CC(C)Cc1cc(CN2CCC(CO)(Cc3ccccc3)CC2)[nH]n1	21	-9
CCC(C)c1c(O)nc(SCc2ccccc2)[nH]c1=O (centres undefined)	-1	1
COc1cc2[nH]c(=O)n(CCC(=O)NC3CCCC3)c(=O)c2cc1OC	6	4
